Mm-Cpn inhibitor = Inhibitors of TCP-1 ring complex (TRiC) of Methanococcus maripaludis (MmCpn): qHTS | Chaperonin Mm-Cpn (Methanococcus maripaludis) | purified Mm-Cpn ATPase, ADP Transcreener TR-FRET | Potency, µM (highest dose often 76.9 µM), for inactives: top-dose activity, negative = inhibition, most hits filed as inhibitors | 330,000 tested, 0.031% active | AID 504842, 2011; note: potency is the fitted concentration of half-maximal effect; % is set by controls: 0 for no effect and ±100 for the full control effect; nearly all actives have a fitted effect of over 80% in size
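Purified archaeal Mm-CPN (25nM final) preincubated 10 min at 37degC with compound, then 10uM ATP for 30 min at 37degC; ADP measured by HTRF Transcreener TR-FRET; buffer 30 mM TRIS pH 7.4, 100mM KCl, 5mM MgCl2, 1mM DTT.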
DRD3 antagonist = qHTS of D3 Dopamine Receptor Antagonist: qHTS; AID 652054, 2013; D(3) dopamine receptor (Homo sapiens), P35462; 360,000 tested, 2.5% active; D3R cells, DiscoveRx beta-arrestin luminescence, antagonist mode; stronger effect = lower value; max response, negative = inhibition, %; in the data active = max response below about -50%; inconclusive = no clear call, values can overlap the other calls; note: % is set by controls: 0 for no effect and ±100 for the full control effect; mostly tested at two doses, the higher about 12 µM
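Cells expressing the human receptor were seeded at 1500 cells/well, incubated overnight at 37 degrees C in 5% CO2, then exposed to library compounds with dopamine controls for 90 minutes at 37 degrees C before luminescent detection.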
EPAC2 antag = qHTS for Antagonist of cAMP-regulated guanine nucleotide exchange factor 2 (EPAC2): primary screen | Rap guanine nucleotide exchange factor 4 (Homo sapiens), Q8WZA2 | EPAC2 GEF exchange of Rap1B-BODIPY-GDP, fluorescence | Potency, µM (top dose mostly 114 µM), without a hit: at the highest dose activity, negative = inhibition, most hits filed as inhibitors | 360,000 tested, 0.18% active | AID 720708, 2013; note: potency is the fitted concentration of half-maximal effect; % is set by controls: 0 for no effect and ±100 for the full control effect; nearly all actives have a fitted effect of over 45% in size; many of its hits are not listed in these tables
Target sequence (Q8WZA2 whole entry, looked up): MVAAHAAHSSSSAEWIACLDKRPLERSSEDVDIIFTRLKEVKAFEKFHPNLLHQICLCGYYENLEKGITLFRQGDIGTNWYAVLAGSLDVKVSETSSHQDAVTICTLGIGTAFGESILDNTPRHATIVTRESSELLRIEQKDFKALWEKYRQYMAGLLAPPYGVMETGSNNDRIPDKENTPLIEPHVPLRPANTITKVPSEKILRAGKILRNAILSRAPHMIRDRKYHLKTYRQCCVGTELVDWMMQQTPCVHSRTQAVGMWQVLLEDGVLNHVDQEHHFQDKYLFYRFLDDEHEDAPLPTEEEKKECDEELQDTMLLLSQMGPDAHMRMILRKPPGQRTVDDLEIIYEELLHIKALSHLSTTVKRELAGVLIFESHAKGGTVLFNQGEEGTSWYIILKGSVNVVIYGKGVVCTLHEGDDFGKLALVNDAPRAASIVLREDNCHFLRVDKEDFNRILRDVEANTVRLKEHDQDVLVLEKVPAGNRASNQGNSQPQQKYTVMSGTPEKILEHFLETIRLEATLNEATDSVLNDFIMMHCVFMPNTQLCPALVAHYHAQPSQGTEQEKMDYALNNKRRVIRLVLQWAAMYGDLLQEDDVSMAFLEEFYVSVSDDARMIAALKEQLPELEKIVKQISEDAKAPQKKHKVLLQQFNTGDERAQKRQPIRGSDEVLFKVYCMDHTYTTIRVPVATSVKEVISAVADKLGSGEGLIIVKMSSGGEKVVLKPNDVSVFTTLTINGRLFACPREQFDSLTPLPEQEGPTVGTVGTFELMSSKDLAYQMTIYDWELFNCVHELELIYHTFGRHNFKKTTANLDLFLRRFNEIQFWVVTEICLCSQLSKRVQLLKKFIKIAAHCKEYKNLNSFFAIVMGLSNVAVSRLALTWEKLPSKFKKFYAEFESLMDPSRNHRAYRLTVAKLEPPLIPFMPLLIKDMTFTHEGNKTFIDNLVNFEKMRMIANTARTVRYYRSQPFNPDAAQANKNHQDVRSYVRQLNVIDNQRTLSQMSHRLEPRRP
CCT chaperon mod = High-Throughput Screening for Modulators of Cytosolic Chaperonin Activity | purified chaperonin ATPase assay, HTRF ADP detection, 30 min | activity change, % (test concentration not listed), hits read low | 360,000 tested, 0.3% active | AID 651819, 2012; in the data active = activity change below about -30%; note: % is set by controls: 0 for no effect and ±100 for the full control effect
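TRiC at 40 or 20 nM final (batch-dependent) in 30 mM Tris pH 7.4, 100 mM KCl, 5 mM MgCl2, 1 mM DTT, with compound at single 76 uM and 10 uM ATP, 30 min at 37 deg C. ADP detected by HTRF Transcreener, 665/615 ratio.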
PTHR1 agonist = qHTS for PTHR1 Agonists: Primary Screen; 410,000 tested, 0.075% active; Potency, µM (top dose mostly 115 µM), inactives show top-dose activation, usual class: activators; HEK293 GP2 PTHR1 cells, GloSensor cAMP luminescence, 1 h; Parathyroid hormone/parathyroid hormone-related peptide receptor (Homo sapiens), Q03431; AID 743266, 2014; note: potency is the fitted concentration of half-maximal effect; nearly all actives have a fitted effect of over 55% in size; some results filed as inactive show a strong effect at the top dose; inactives centre near -15; many of its hits are not listed in these tables
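HEK-293-derived GP2 cells expressing PTHR1 and a GloSensor cAMP reporter, 3,000/well, plated overnight, given luciferin plus IBMX (each 0.5 mM as added) for 1 h at 37 °C, then compound for 1 h at 37 °C. Luminescence was read after 15 min at room temperature.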
pAkt inh = HTS Assay for Inhibitors of Akt Phophorylation: Primary Screen; Neuro2A IGF-stimulated pAkt S473 HTRF, 20 min; stronger effect = lower value; activity change, % for hits at 50 µM; 360,000 tested, 0.32% active; in the data active = activity change below about -80%; inconclusive = mostly about -51% to -80%; note: % is set by controls: 0 for no effect and ±100 for the full control effect
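Single-point screen (50 µM final compound) in Neuro2A cells stimulated 20 min with 6 nM IGF at 37 deg C. After lysis, Ser473-phosphorylated Akt read by HTRF (ex 330 nm, em 615/665 nm) as the 665/615 ratio.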
EPAC2 agonist = qHTS for Agonist of cAMP-regulated guanine nucleotide exchange factor 4 (EPAC2): primary screen; Potency, µM (doses to about 154 µM), for the others: at the top dose activation, most hits filed as activators; EPAC2 activation, biochemical qHTS; response scale: 100% = 6.5 mM cAMP response; AID 720711, 2013; 360,000 tested, 0.079% active; note: potency is the fitted concentration of half-maximal effect; nearly all actives have a fitted effect of over 50% in size
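EPAC2 (100 nM) mixed with Rap1B loaded with BODIPY-GDP (250 nM) plus 50 uM unlabeled GDP; compounds pinned in, 5 min RT, then read every 5 min for 30 min (ex 480, em 540 nm). Normalized to cAMP control.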
DRD3 agonist = qHTS of D3 Dopamine Receptor Agonist: qHTS; D(3) dopamine receptor (Homo sapiens), P35462; D3R DiscoveRx beta-arrestin cells, luminescence, 90 min; 410,000 tested, 0.58% active; AID 652048, 2013; max activation, %; in the data active = max activation above about 30%; note: 0% is about no effect; mostly tested at two doses, the higher about 12 µM
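Agonist mode: compounds and dopamine controls were applied to plated cells for 90 min at 37 degrees C after an overnight attachment at 1500 cells/well. Luminescent read-out followed 30 - 60 minutes at room temperature with DiscoveRx detection reagent.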
* marks the source's active call; other numbers are inactive results; i = inactive; ? = inconclusive; · = no result given; [ ] = another dose, or the depositor's remark. Unless noted, calls come from the whole dose curve; as a rule, active = well fitted curve in the direction sought with a large enough effect; inconclusive = small, poorly fitted or top-dose-only effect, or another doubt; inactive = no such curve, though single readings can be large; an effect the other way counts as inactive or inconclusive.

The opening 4 entries (preview)
SMILES	Mm-Cpn inhibitor	DRD3 antagonist	EPAC2 antag	CCT chaperon mod	PTHR1 agonist	pAkt inh	EPAC2 agonist	DRD3 agonist
CSc1ccc(C2C(C#N)=C(N)Oc3c2ccc(=O)c2c(C)oc(C)c32)cc1 (stereo not given)	-1%	-51*	13%	-2.8	-4%	i	4%	-13
Cc1ccc(-n2[nH]c(C)c(/C=N/c3ccccn3)c2=O)cc1	0%	15	2%	1.2	i	i	-8%	3
CC(=O)c1ccc(Nc2nc(C(N)C3CCCCC3)cs2)cc1 (stereo not given)	·	-12	17%	0.3	-23%	i	14%	-6
NC(=O)C1CCN(C(=O)COc2ccc(Nc3ccccc3)cc2)CC1	-2%	-6	-2%	-1.8	-2%	i	5%	2

The list itself, from the start:
SMILES	Mm-Cpn inhibitor	DRD3 antagonist	EPAC2 antag	CCT chaperon mod	PTHR1 agonist	pAkt inh	EPAC2 agonist	DRD3 agonist
CSc1ccc(C2C(C#N)=C(N)Oc3c2ccc(=O)c2c(C)oc(C)c32)cc1 (stereo not given)	-1%	-51*	13%	-2.8	-4%	i	4%	-13
Cc1ccc(-n2[nH]c(C)c(/C=N/c3ccccn3)c2=O)cc1	0%	15	2%	1.2	i	i	-8%	3
CC(=O)c1ccc(Nc2nc(C(N)C3CCCCC3)cs2)cc1 (stereo not given)	·	-12	17%	0.3	-23%	i	14%	-6
NC(=O)C1CCN(C(=O)COc2ccc(Nc3ccccc3)cc2)CC1	-2%	-6	-2%	-1.8	-2%	i	5%	2
CC(C)n1nc(C(=O)Nc2ccccc2N2CCOCC2)c2ccccc2c1=O	0%	3	5%	-2.9	i	i	4%	5
CN(C)CCCN(C(=O)C1COc2ccccc2O1)c1nc2cc3c(cc2s1)OCO3 (stereo not given)	-1%	-7	4%	-0.4	i	i	6%	-7
CCN1CCN(C(=O)Cn2ncc3c([nH]c4ccccc43)c2=O)CC1	-2%	17	0%	1.4	i	i	2%	6
CC(=O)Nc1cc2c(cc1Cl)-c1ccccc1C2	·	16	1%	0.4	i	i	-7%	-12
CCOC(=O)N1CCC(NC(=O)CSc2cc(=O)n(CC)c3ccccc23)CC1	1%	11	12%	-0.9	-13%[57.5 µM]	i	2%	-2
COc1ccc(C(=O)NNC(=O)CCC(=O)Nc2ccc(C)cc2C)cc1	1%	-1	2%	-7.2	i	i	7%	5
Cc1ccc2nnc(Cl)n2n1	2%	?	6%	0.6	i	i	-2%	0
CCC(CC)c1nnc(NC(=O)C23CC4CC(CC(NC(C)=O)(C4)C2)C3)s1	0%	8	-1%	-2.1	i	i	-13%	1
CCc1ccc(NC(=O)Nc2ccncc2)cc1	0%	16	-5%	-4.6	-9%	i	3%	6
CC(C(=O)N1CCc2ccccc21)N(C)CC(=O)Nc1ccccc1Cl (stereo not given)	2%	7	1%	0.5	-19%	i	15%	1
c1ccc(C(c2ccccc2)c2ccn[nH]2)cc1	0%	-5	?	-0.3	i	i	2%	0
CCN(Cc1ccc2c(c1)OCO2)C(=O)CSc1ncnc2sccc12	-11%	1	-15%	-1.2	-62%[inhibitor]	i	5%	19
NC(=O)CCCn1c(C(=O)c2cc(Cl)c(N)c(Cl)c2)c2ccc(C(F)(F)F)cc2[n+]1[O-]	-1%	23	-15%	0.3	i	i	5%	-19
CCc1nc2ccc(C(=O)NCCCn3ccnc3)cn2c1N(C)Cc1ccc(Cl)cc1	·	9	-8%	2.7	i	i	0%	3
Fc1cccc(Cc2c(-c3cccc(Cl)c3)nc3ccc(Cl)cn23)c1	·	8	?	1.8	i	i	-6%	3
COc1ccc(C(=O)NNC2=Nc3cccc4cccc2c34)cc1	-1%	-68*	-2%	0.5	i	i	-6%	-12
CC(=O)Nc1cccc(NC(=O)CSc2ccc3nnc(CCNC(=O)c4ccccc4)n3n2)c1	1%	3	2%	-2.1	i	i	1%	0
C=CCn1c(C(CCC(C)C)CC(C)(C)O)n[nH]c1=S (stereo not given)	-1%	-6	9%	1.9	-9%[57.5 µM]	i	9%	1
COc1cccc(N2CCN(C(=O)c3cc(-c4ccc(F)cc4)[nH]c3C)CC2)c1	-10%	-19	-18%	-3.9	-35%	i	15%	-7
CCCCCC/C=C/c1ccc(OC)c([C@H]2[C@H]3C=CC[C@@H](C)[C@@H]3C(=O)N2Cc2ccccc2)c1	0%	-16	7%	-0.3	-8%	i	11%	-16
O=C(COC(=O)c1ccc(Br)c(S(=O)(=O)N2CCOCC2)c1)NCCc1ccccc1	0%	-18	-6%	-11	-9%	i	3%	-8

Entries of single compounds, quoted from the list:
Profile of CCC(CC)c1nnc(NC(=O)C23CC4CC(CC(NC(C)=O)(C4)C2)C3)s1 = Mm-Cpn inhibitor = 0%; DRD3 antagonist = 8; EPAC2 antag = -1%; CCT chaperon mod = -2.1; PTHR1 agonist = i; pAkt inh = i; EPAC2 agonist = -13%; DRD3 agonist = 1
Profile of C=CCn1c(C(CCC(C)C)CC(C)(C)O)n[nH]c1=S (stereo not given) = Mm-Cpn inhibitor = -1%; DRD3 antagonist = -6; EPAC2 antag = 9%; CCT chaperon mod = 1.9; PTHR1 agonist = -9%[57.5 µM]; pAkt inh = i; EPAC2 agonist = 9%; DRD3 agonist = 1

Next section.
SMILES	Mm-Cpn inhibitor	DRD3 antagonist	EPAC2 antag	CCT chaperon mod	PTHR1 agonist	pAkt inh	EPAC2 agonist	DRD3 agonist
COCCN(C(=O)COC(=O)Cc1coc2cc3c(cc12)CCC3)c1c(N)n(Cc2ccccc2)c(=O)[nH]c1=O	-1%	-4	-7%	-2.5	-21%	i	-1%	-13
Cn1nnnc1SCCNCc1cc(Cl)ccc1OCc1ccccc1	2%	-3	-9%	1.1	i	i	7%	-5
O=C(c1ccc(F)cc1)N1CCCC(c2nc(-c3ccncc3)no2)C1 (stereo not given)	-1%	16	12%	1.1	-48%[inhibitor]	i	10%	7
CCOCCn1c(SCc2ccc(C)cc2)nc2c1c(=O)[nH]c(=O)n2C	?	0	-12%	0.1	-3%	i	-6%	1
CN(CC(=O)Nc1ccc(F)cc1)C(=O)c1ccc2ccccc2n1	-1%	?	-1%	-0.2	-2%	i	6%	-7
COc1ccc(C)cc1NC(=O)CCCN1C(=O)C(c2ccccc2)Oc2cccnc21 (stereo not given)	1%	-3	-7%	-2.3	-25%	i	25%	0
c1ccc([C@H]2CN3C(=N2)Sc2ccccc23)cc1	-15%	-52*	-8%	-1.5	-39%[inhibitor]	i	2%	-14
O=C(Nc1ccc2ccccc2c1)c1ccc2[nH]c(=O)c(=O)[nH]c2c1	-4%	1	13%	-3.4	18%	i	-1%	-2
Cc1ccc(S(=O)(=O)N2CCN(C(=O)COC(=O)CSc3cc(C)ccc3C)CC2)c(C)c1	-2%	-9	-10%	-2.7	i	i	-3%	1
CCOC(=O)CSCc1csc(CC(=O)Nc2ccccc2C)n1	·	11	3%	-1.7	-18%	i	-3%	0
COc1ccc(CCNC(=O)CSc2cccc3cccnc23)cc1OC	-1%	-8	-8%	1.2	?	i	-1%	2
CSc1nc2ccccc2cc1/C=C(\C#N)c1ccc(Cl)cc1Cl	2%	7	-12%	2.8	?	i	2%	-2
CCN(CC(=O)Nc1ccc(NC(C)=O)cc1)C(=O)c1cccc(S(=O)(=O)N2CCc3ccccc3C2)c1	1%	-16	-10%	0.1	-13%	i	-3%	-9
CCOc1ccc(-n2c(SCC(=O)Nc3ccc(C(=O)O)cc3)nc3ccccc3c2=O)cc1	1%	-9	-5%	0.0	-17%	i	5%	1
COc1cccc(CNC(=O)c2ccc(Cl)c(S(=O)(=O)N3CCOCC3)c2)c1	0%	1	-6%	2.3	-48%[inhibitor]	i	7%	2
CCOc1ccc(OCCC(=O)N(CC)CC(=O)NCc2ccc(Cl)cc2)cc1	4%	11	-11%	1.0	i	i	-8%	2
CC(C)(C)c1ccc(S(=O)(=O)NCCN2CCOCC2)cc1	·	-11	8%	0.0	-6%	i	9%	-3
CN(C(=O)COC(=O)c1cccc(Cl)c1)C1CCS(=O)(=O)C1 (stereo not given)	-2%	-3	5%	-1.6	i	i	4%	-2
C=CCn1c(SCC(=O)NCCCC(=O)OCC)nc2scc(-c3ccco3)c2c1=O	-11%	8	?	0.5	i	i	-13%	3
CCCn1c(=NC(=O)c2ccco2)c(C(=O)OCC)cc2c(=O)n3ccccc3nc21	-4%	14	-5%	-1.1	-4%[57.5 µM]	i	-3%	2
O=C(CCc1ccccc1F)N1CCN(c2ccc(C(F)(F)F)cn2)CC1	0%	15	-4%	0.4	-18%	i	10%	-2

Of the compounds above, two have a thiophene ring, fused or not.
SMILES	Mm-Cpn inhibitor	DRD3 antagonist	EPAC2 antag	CCT chaperon mod	PTHR1 agonist	pAkt inh	EPAC2 agonist	DRD3 agonist
CCN(Cc1ccc2c(c1)OCO2)C(=O)CSc1ncnc2sccc12	-11%	1	-15%	-1.2	-62%[inhibitor]	i	5%	19
C=CCn1c(SCC(=O)NCCCC(=O)OCC)nc2scc(-c3ccco3)c2c1=O	-11%	8	?	0.5	i	i	-13%	3

An excerpt, so the mix of outcomes need not match the whole.
